KCNQ1 act: potentiators or activators of human KCNQ1 potassium channel. P51787. CHO-K1 KCNQ1, thallium flux FluxOR fluorescence; active compounds read high. B-score at 10 µM. 310,000 tested, 0.35% active;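 active means fluorescence ratio B-score, a plate-corrected score, at least three library SD, with initial intensity B-score within 5 SD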
Target sequence (P51787 whole entry, looked up): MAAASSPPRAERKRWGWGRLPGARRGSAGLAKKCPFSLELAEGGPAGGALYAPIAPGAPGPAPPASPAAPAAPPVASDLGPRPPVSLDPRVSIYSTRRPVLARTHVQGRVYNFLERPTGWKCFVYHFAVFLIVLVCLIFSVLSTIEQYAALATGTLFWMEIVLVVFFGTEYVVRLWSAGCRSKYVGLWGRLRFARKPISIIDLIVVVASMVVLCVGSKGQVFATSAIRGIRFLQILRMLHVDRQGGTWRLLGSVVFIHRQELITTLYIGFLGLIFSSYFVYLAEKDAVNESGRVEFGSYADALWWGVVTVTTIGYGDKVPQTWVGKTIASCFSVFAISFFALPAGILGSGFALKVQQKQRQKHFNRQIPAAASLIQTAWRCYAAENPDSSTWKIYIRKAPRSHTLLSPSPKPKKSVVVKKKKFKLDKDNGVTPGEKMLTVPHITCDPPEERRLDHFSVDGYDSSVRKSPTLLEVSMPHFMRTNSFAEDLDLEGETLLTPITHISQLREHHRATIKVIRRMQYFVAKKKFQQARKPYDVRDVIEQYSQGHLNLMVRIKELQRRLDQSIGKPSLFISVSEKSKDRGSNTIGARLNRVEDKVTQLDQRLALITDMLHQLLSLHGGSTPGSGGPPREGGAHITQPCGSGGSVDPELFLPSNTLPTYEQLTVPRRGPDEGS
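System: Stable KCNQ1 CHO-K1 line | Incubation: 90 min dye loading and 20 min compound exposure, both at room temperature | Measure: Ratio B score | Medium: Assay buffer for compound exposure, DMSO matched across wells | Compound dosing: Single-concentration screen | Probe or stimulus: K+/Tl+ depolarizing stimulus | Measured by: Kinetic FluxOR fluorescence, 10 s baseline plus 110 s post-stimulus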
KCNQ1 inh: human KCNQ1 channel inhibition; P51787; CHO-K1 KCNQ1, FluxOR thallium flux fluorescence; active compounds read high; B-score at 10 µM; 310,000 tested, 1.3% active; AID 2642;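 active means compounds whose thallium flux B-score, printed positive for inhibition, exceeds three library SD while starting fluorescence stays within three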;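 further: channel opened by potassium depolarization with thallium stimulus after 20 min compound exposure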
GSK3 alpha inh: human GSK-3 alpha kinase inhibition; P49840; ADP-Glo luminescence, 60 min; inhibition, % at 10 µM; 320,000 tested, 0.1% active; AID 2650;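 in the data active means inhibition above about 50%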;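 further: GST-tagged GSK-3 alpha with peptide substrate and 25 µM ATP; 0% = DMSO neutral wells and 100% = GW8510 positive control wells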
RGS4 pot: potentiators or activators of RGS4; HEK293 M3R/inducible RGS4, carbachol calcium flux Fluo4; active compounds read low; B-score at 10 µM; 310,000 tested, 0.92% active;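 active means B-score of the integrated calcium signal more than 4 SD below the library mean, with starting fluorescence not abnormally high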;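 further: negative B-score means reduced calcium response which marks RGS4 activation or potentiation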
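test system = M3R-expressing HEK293 line, RGS4 induced by doxycycline | probe or stimulus = carbachol at ECmax as muscarinic agonist stimulus | timing = dye loading 30 min 37 °C, buffer rest 30 min RT | signal = calcium dye Fluo4 fluorescence | evaluation = B score from integrated fluorescence ratio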
hERG rescue: compounds protecting human hERG from proarrhythmic drug block; CHO-hERG, FluxOR thallium flux, dofetilide IC70 present; activation (rescue from dofetilide block), less the hit threshold, % at 10 µM; 310,000 tested, 0.51% active; Q12809; AID 1511;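 active means activation above the mean of controls blocked by dofetilide plus 5 SD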;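 further: thallium influx through hERG after potassium depolarization seen as dye fluorescence rise; in these data hits start at about 4.7%; inactives centre near -7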
KCNK3 block: human KCNK3 channel inhibition, primary screen. CHO-KCNK3 thallium flux, FluxOR fluorescence; active compounds read low. B-score at 10 µM. 340,000 tested, 0.84% active;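 active means B-score under library mean minus 4 SD, starting fluorescence ratio at most library mean plus 5 SD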;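 further: more negative B-score means stronger inhibition of thallium flux through KCNK3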
Target sequence (O14649 whole entry, looked up): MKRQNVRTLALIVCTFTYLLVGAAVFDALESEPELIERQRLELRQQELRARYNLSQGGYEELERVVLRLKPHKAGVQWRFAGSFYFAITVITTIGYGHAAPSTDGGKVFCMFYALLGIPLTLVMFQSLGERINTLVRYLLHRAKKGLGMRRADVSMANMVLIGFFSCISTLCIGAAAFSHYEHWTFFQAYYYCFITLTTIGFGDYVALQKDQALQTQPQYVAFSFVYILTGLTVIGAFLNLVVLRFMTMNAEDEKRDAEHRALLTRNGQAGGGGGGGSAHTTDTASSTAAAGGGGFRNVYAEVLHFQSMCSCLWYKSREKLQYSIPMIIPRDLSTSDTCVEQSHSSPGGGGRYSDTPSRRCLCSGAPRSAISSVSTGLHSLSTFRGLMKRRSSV
PolyA inh: blocks polyadenylation in yeast reporter cells. S. cerevisiae SKY197-pL101 polyadenylation reporter, beta-gal luminescence; efflux-impaired pdr1/pdr3 knockout yeast; score 100 = 6 SD above DMSO. AID 1875. 300,000 tested, 0.02% active. calls only at 12 µM;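 active means lowest replicate activity score at least 50, where 100 means six control SD above control mean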;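 further: yeast exposed to compound for 9 h at 30 °C; higher score means more reporter readthrough which indicates perturbed polyadenylation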
DYRK1A inh: inhibitors of rat Dyrk1A kinase. Q63470. ADP-Glo luminescence, NFATc1 peptide. inhibition, % at 12.5 µM. 310,000 tested, 0.43% active. AID 504441; in the data active means inhibition above about 50%;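 further: plate controls were vehicle with enzyme for no effect and no enzyme for full effect; many of its hits are not listed in these tables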
KCNK9 inh: blocks the human KCNK9 two-pore domain potassium channel; Q9NPC2; HEK293 KCNK9, FluxOR thallium flux fluorescence; active compounds read low; B-score at 10 µM; 310,000 tested, 1.2% active; AID 488922;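 active means ratio B-score over 3 SD below the library mean, with starting fluorescence within 5 SD of its mean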;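 further: negative B-score means less thallium flux so channel inhibition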
GSK3beta inhib: blocks human GSK3beta kinase activity; P49841; GST-GSK3beta kinase, ADP-Glo luminescence, 60 min; active compounds read low; activity score (negative = inhibition), % at 10 µM; 300,000 tested, 0.038% active; AID 2097;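 active means more than half of replicate wells score below -50%, meaning over 50% inhibition versus plate controls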;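 further: 0% = median DMSO wells and -100% = median GW8510 positive control wells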
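Test system: GST-tagged human GSK3beta kinase, cell-free; evaluation: activity score scaled between in-plate DMSO and GW8510 controls; measured by: ADP-Glo luminescence; incubation: 60 min reaction, RT; benchmarks: DMSO and 20 µM GW8510; reagent: peptide substrate plus 25 µM ATP (final); medium: Tris/MgCl2 kinase buffer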
RGS4 inh: human RGS4 inhibition; P49798; HEK293 M3R/RGS4 inducible, Fluo-4 calcium flux; active compounds read high; triggered by carbachol at its EC20; B-score at 10 µM; 310,000 tested, 0.45% active; AID 463165;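 active means B-score, a plate-corrected calcium signal, over three deviations above library mean, with baseline fluorescence within five deviations of library mean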;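 further: RGS4 expression induced by doxycycline in cells with stable M3 receptor; B-score is computed from the integrated fluorescence ratio over baseline after carbachol; higher B-score means a larger calcium signal and so more RGS4 inhibition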
Numbers without * were called inactive; i = inactive; x = no result given.

Letter code: A = KCNQ1 act; B = KCNQ1 inh; C = GSK3 alpha inh; D = RGS4 pot; E = hERG rescue; F = KCNK3 block; G = PolyA inh; H = DYRK1A inh; I = KCNK9 inh; J = GSK3beta inhib; K = RGS4 inh
O=C(CN(CC1CCCO1)C(=O)CNS(=O)(=O)c1ccc(F)cc1)NCC1CCCO1 (stereo not given)
  A: i	B: i	C: -1	D: i	E: -1	F: i	G: i	H: 1	I: i	J: 3	K: i
CCOC(=O)c1[nH]c2ccccc2c1N=CN(CC)CC
  A: i	B: i	C: -3	D: i	E: -9	F: i	G: i	H: -2	I: i	J: 3	K: i
CN(CCOC(=O)c1cccc(Br)c1)C(C)(C)C
  A: i	B: i	C: 4	D: i	E: -3	F: i	G: i	H: 8	I: i	J: 2	K: i
O=[N+]([O-])c1ccc(Cl)c(/C=N/Nc2nc(N3CCOCC3)nc(N3CCOCC3)n2)c1
  A: i	B: i	C: 3	D: i	E: -4	F: i	G: i	H: 6	I: i	J: 0	K: i
CC(NC(=O)CN(C)Cc1cccc(F)c1)c1ccccc1 (stereo not given)
  A: i	B: i	C: -3	D: i	E: -6	F: i	G: i	H: 3	I: i	J: 2	K: i
Cc1cc(C(=O)N2CCCC2C(=O)O)c(C)o1 (stereo not given)
  A: i	B: i	C: x	D: i	E: -11	F: i	G: i	H: 6	I: i	J: 1	K: i
O=C(Nc1nnc(SCc2ccc(Cl)cc2)s1)c1ccco1
  A: i	B: i	C: -1	D: i	E: -5	F: i	G: i	H: 4	I: i	J: 3	K: i
Cc1nc(CN(C)C(=O)CC2C(=O)NCCN2Cc2ccc(-c3ccccc3)cc2)cs1 (stereo not given)
  A: i	B: i	C: 1	D: i	E: -10	F: i	G: i	H: -4	I: i	J: 2	K: i
N#Cc1c(-c2ccc(C(F)(F)F)cc2)cc(-c2ccccc2)[nH]c1=S
  A: i	B: i	C: 4	D: i	E: -6	F: i	G: i	H: x	I: i	J: 2	K: i
Cc1cccc(-n2ncc3c2CCCC3NC(=O)CCCN2CCCCC2=O)c1C (stereo not given)
  A: i	B: i	C: 3	D: i	E: -9	F: i	G: i	H: -3	I: i	J: -6	K: i
O=[N+]([O-])c1ccccc1CN1CCN(c2ncccn2)CC1
  A: i	B: i	C: -2	D: i	E: -5	F: i	G: i	H: -3	I: i	J: 1	K: i
Cc1ccc(-c2noc(CSc3ccccc3)n2)cc1
  A: i	B: i	C: -1	D: i	E: -11	F: i	G: i	H: -2	I: i	J: 1	K: i
COc1ccc2[nH]cc(CCNC(=S)NC3CCCC3)c2c1
  A: i	B: i	C: 0	D: i	E: -18	F: i	G: i	H: x	I: i	J: 1	K: i
CC(C)C(=O)Nc1ccccc1-c1nc2ccccc2[nH]c1=O
  A: i	B: i	C: 2	D: i	E: -6	F: i	G: i	H: -3	I: i	J: -2	K: i
O=C(Nc1ccncc1)C1CCN(S(=O)(=O)c2c(Cl)cccc2Cl)CC1
  A: i	B: i	C: -1	D: i	E: -14	F: i	G: i	H: -2	I: -7*	J: 2	K: i

Overlap with the part before: 3 entries; new compounds follow.
Letter code: A = KCNQ1 act; B = KCNQ1 inh; C = GSK3 alpha inh; D = RGS4 pot; E = hERG rescue; F = KCNK3 block; G = PolyA inh; H = DYRK1A inh; I = KCNK9 inh; J = GSK3beta inhib; K = RGS4 inh
COc1ccc2[nH]cc(CCNC(=S)NC3CCCC3)c2c1
  A: i	B: i	C: 0	D: i	E: -18	F: i	G: i	H: x	I: i	J: 1	K: i
CC(C)C(=O)Nc1ccccc1-c1nc2ccccc2[nH]c1=O
  A: i	B: i	C: 2	D: i	E: -6	F: i	G: i	H: -3	I: i	J: -2	K: i
O=C(Nc1ccncc1)C1CCN(S(=O)(=O)c2c(Cl)cccc2Cl)CC1
  A: i	B: i	C: -1	D: i	E: -14	F: i	G: i	H: -2	I: -7*	J: 2	K: i
Cc1ccc(-n2cc(CN3CCNC(=O)CC3)c(-c3ccc(F)cc3)n2)cc1
  A: i	B: i	C: -3	D: i	E: -16	F: i	G: i	H: 11	I: i	J: -2	K: i
CCOC(=O)/C(C#N)=C\C1=C(N2CCCC2)CC(C)(C)OC1
  A: i	B: i	C: -2	D: i	E: -7	F: i	G: i	H: 0	I: i	J: -6	K: i
O=C(O)CC/C(=N\Nc1ccccc1[N+](=O)[O-])c1cccs1
  A: i	B: i	C: -1	D: i	E: -4	F: i	G: i	H: x	I: i	J: 0	K: i
COc1ccc(-n2nc(C(=O)NCC(=O)N(C)Cc3ccccc3)c3ccccc3c2=O)cc1
  A: i	B: i	C: -1	D: i	E: -7	F: i	G: i	H: 7	I: i	J: 3	K: i
O=C(CSc1nnc(-c2ccccc2)o1)Nn1cnnc1
  A: i	B: i	C: -1	D: i	E: -8	F: i	G: i	H: 3	I: i	J: 3	K: i
COc1cccc(-n2c(CN3CCN(Cc4ccccc4)CC3)nc3ccc([N+](=O)[O-])cc3c2=O)c1
  A: i	B: i	C: -31	D: i	E: -11	F: x	G: i	H: x	I: i	J: 2	K: i
CCOC(=O)C1NN=C(C(=O)c2ccccc2)C1c1ccccc1 (stereo not given)
  A: i	B: i	C: x	D: i	E: -10	F: i	G: i	H: -3	I: i	J: 0	K: i
Cc1cc(C)n(C(C)Sc2ccccc2)n1 (stereo not given)
  A: i	B: i	C: -2	D: i	E: -3	F: i	G: i	H: 0	I: i	J: 1	K: i
CC(C)=NNc1nc2c(c(=O)[nH]c(=O)n2C)n1CCc1ccccc1
  A: i	B: i	C: 2	D: i	E: -13	F: i	G: i	H: 3	I: i	J: -5	K: i
Cc1cnc(NC(=O)c2cncc(Br)c2)s1
  A: i	B: i	C: 0	D: i	E: -6	F: i	G: i	H: 6	I: i	J: -1	K: i
O=C1N(CN2CCOCC2)c2ccccc2C12OCC(CCl)O2 (stereo not given)
  A: i	B: i	C: 4	D: i	E: -9	F: i	G: i	H: 3	I: i	J: 0	K: i
CCCc1ccc(-c2cc(N)n[nH]2)cc1
  A: i	B: i	C: -1	D: i	E: -17	F: i	G: i	H: 0	I: i	J: 3	K: i
Cc1[nH]c2ccc(C(=O)OCC(=O)NC3(C#N)CCCCC3)cc2c1C
  A: i	B: i	C: -1	D: i	E: -1	F: i	G: i	H: x	I: i	J: -3	K: i
COc1ccccc1C(=O)Nc1ccc(NC(=O)C2CCCCC2)nc1
  A: i	B: i	C: 13	D: i	E: -4	F: i	G: i	H: 4	I: i	J: -1	K: i
Cn1nc(OC(=O)Nc2ccc(Cl)cc2)cc1C(F)(F)F
  A: i	B: 8*	C: -6	D: i	E: -14	F: x	G: i	H: x	I: i	J: 4	K: i
Cc1ccc(NC(=O)C(C)NC(=O)OCc2ccccc2)cc1C (stereo not given)
  A: i	B: i	C: 1	D: i	E: -2	F: i	G: i	H: -7	I: i	J: -2	K: i
Cc1ccc2[nH]c(-c3cccc(F)c3)cc(=O)c2c1
  A: i	B: i	C: -2	D: i	E: -6	F: i	G: i	H: 5	I: i	J: -1	K: i
Cc1ccc(O)c(C(=O)c2cnn(C(=O)COc3ccccc3C#N)c2)c1
  A: i	B: i	C: -2	D: i	E: -14	F: x	G: i	H: x	I: i	J: -4	K: i
O=C(Cn1nnc2ccccc2c1=O)N1CCOCC1
  A: i	B: i	C: -1	D: i	E: -10	F: i	G: i	H: 3	I: i	J: 2	K: i
CCOCCOC(=O)c1cccc(NC(=O)OCC)c1
  A: i	B: i	C: 8	D: i	E: -2	F: i	G: i	H: 35	I: i	J: 3	K: i
CCn1nnc(-c2ccccc2NS(=O)(=O)c2ccc(S(=O)(=O)N3CCCCCC3)cc2)n1
  A: i	B: i	C: 1	D: i	E: -5	F: i	G: i	H: -7	I: i	J: 2	K: i
Cc1ccc(-n2c(CNc3ccc(F)cc3)nnc2SCC(=O)N2CCOCC2)cc1
  A: i	B: i	C: 1	D: i	E: -10	F: i	G: i	H: 1	I: i	J: 1	K: i
COCCSc1ccccc1C(=O)Nc1cc(C)cc(C)c1
  A: i	B: i	C: 0	D: i	E: -12	F: i	G: i	H: 0	I: i	J: -5	K: i
CCc1oc2c(C)c(O)ccc2c(=O)c1-c1ccc2ccccc2n1
  A: i	B: i	C: 4	D: i	E: -7	F: i	G: i	H: 7	I: i	J: -3	K: i
CS(=O)(=O)N1CCN(S(=O)(=O)c2ccccc2[N+](=O)[O-])CC1
  A: i	B: i	C: -1	D: i	E: -4	F: i	G: i	H: -1	I: i	J: 2	K: i
CNC(=O)c1nc(C)c(C2(C)CC(c3cccc([N+](=O)[O-])c3)=NO2)s1 (stereo not given)
  A: i	B: i	C: 1	D: i	E: -2	F: i	G: i	H: 3	I: i	J: 6	K: i
CC1=NN(S(=O)(=O)c2ccc(Cl)cc2Cl)C(=O)c2ccccc2O1
  A: i	B: i	C: -1	D: i	E: -13	F: i	G: i	H: 15	I: i	J: 4	K: i
COc1cc2[nH]c(=O)n(CCCCCC(=O)N3CCN(c4ccccn4)CC3)c(=O)c2cc1OC
  A: i	B: i	C: -1	D: i	E: -13	F: i	G: i	H: -6	I: i	J: -2	K: i
CCOc1ccc(C(=O)O/N=C(\N)c2ccccn2)cc1OCC
  A: i	B: i	C: 0	D: i	E: -10	F: i	G: i	H: -6	I: i	J: 0	K: i
Cc1cc(OC(=O)c2c(F)cc(F)cc2F)nc(C)n1
  A: i	B: i	C: 0	D: i	E: -6	F: i	G: i	H: -3	I: i	J: -2	K: i
O=C1OC(Nc2ccc(F)cc2F)c2ccccc21 (stereo not given)
  A: i	B: i	C: -3	D: i	E: -6	F: i	G: i	H: 10	I: i	J: -1	K: i
O=C(c1ccc(OC2CCN(Cc3ccccc3C(F)(F)F)CC2)cc1)N1CCCCC1
  A: i	B: i	C: -1	D: i	E: -12	F: i	G: i	H: 0	I: i	J: 0	K: i
CCC(CC)C(=O)c1c[nH]c(C(=O)NCC2CCCO2)c1 (stereo not given)
  A: i	B: i	C: -5	D: i	E: -3	F: i	G: i	H: 0	I: i	J: -1	K: i
O=C(Nc1ccnn1C1CCN(C/C=C/c2ccccc2)CC1)c1ccccc1Cl
  A: i	B: i	C: -1	D: i	E: -14	F: i	G: i	H: -4	I: i	J: 3	K: i

Compound activity: PubChem BioAssay, several laboratories

The list is partial (hit frequency here may not be typical).
